Source: PubChem BioAssay (National Center for Advancing Translational Sciences (NCATS))
ALOX12 inh – blocks human arachidonate 12S-lipoxygenase; AID 1671190; P18054; purified 12hLO, xylenol orange hydroperoxide absorbance; Potency, µM (series often up to 108 µM), inactives show top-dose activity change, negative = inhibition, actives largely listed as inhibitors; 580,000 compounds, 1.1% hits; active = well fitted inhibition curve with a large enough effect; inconclusive = small, poorly fitted or top-dose-only effect, or another doubt; inactive = no such curve, though single readings can be large or run the other way
Target sequence (P18054 whole entry, looked up): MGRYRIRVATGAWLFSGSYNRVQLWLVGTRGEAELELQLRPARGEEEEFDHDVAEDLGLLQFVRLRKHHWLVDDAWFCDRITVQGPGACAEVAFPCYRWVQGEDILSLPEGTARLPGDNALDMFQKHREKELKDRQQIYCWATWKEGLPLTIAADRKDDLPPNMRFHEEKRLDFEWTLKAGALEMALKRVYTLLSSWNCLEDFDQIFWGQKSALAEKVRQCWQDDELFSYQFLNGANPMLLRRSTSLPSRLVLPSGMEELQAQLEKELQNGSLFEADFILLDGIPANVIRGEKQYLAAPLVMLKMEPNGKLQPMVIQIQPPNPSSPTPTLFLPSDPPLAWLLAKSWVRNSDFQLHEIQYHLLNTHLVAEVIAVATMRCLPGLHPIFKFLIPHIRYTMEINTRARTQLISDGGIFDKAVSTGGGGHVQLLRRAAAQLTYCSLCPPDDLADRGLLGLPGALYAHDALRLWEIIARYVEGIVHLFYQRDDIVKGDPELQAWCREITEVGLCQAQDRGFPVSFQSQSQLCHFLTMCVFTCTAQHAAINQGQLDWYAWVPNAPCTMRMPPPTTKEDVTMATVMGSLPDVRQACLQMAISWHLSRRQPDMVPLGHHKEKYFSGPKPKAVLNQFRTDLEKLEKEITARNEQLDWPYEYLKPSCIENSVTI
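Purified human 12hLO at 150 nM in 25 mM Hepes, 0.01% Triton X-100, pH 7.0, preincubated 15 min at room temperature with compound. Reaction started with 40 uM arachidonic acid, 30 min at room temperature. Hydroperoxide measured by Fe-xylenol orange, 573/405 nm absorbance ratio.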
Starred values were filed as active, the others as inactive; u = inconclusive; [ ] = remark or other dose. % is set by controls: 0 for no effect and ±100 for the full control effect; potency is the fitted concentration of half-maximal effect.

ALOX12 inh	mol
u	O=C(c1ncn[nH]1)N1CCN(c2cc(C3CC(O)C3)ncn2)CC1 (stereo not drawn)
-8%	Cc1ccc(CNC(=O)CSc2nc3ccsc3c(=O)n2CCC(C)C)cc1
35%[activator]	CCC(=O)N1CCC(Cc2noc(C3CCOCC3)n2)C1 (stereo not drawn)
6%	CSc1ccc(CN2CCC2(C)C(=O)Nc2cccc(Oc3ccccc3)c2)cc1 (stereo not drawn)
28%	Cn1nc2n(c1=O)CCN(C(=O)CCCc1c[nH]c3ccccc13)CC2
-48%	CCCCCCn1c(=O)n2n(c1=O)[C@@H]1CN(S(=O)(=O)c3ccc(C)cc3)C[C@]1(O)[C@@H](OC(=O)NCc1ccccc1F)C2
u	Cc1ccc(C(=O)N2CCC3(CC2)COc2ccccc2C(=O)N3)cc1
-29%	CCCCCc1coc2cc(O)ccc2c1=O
-16%	CC(C)NC(=O)c1csc(N2CCN(CCc3ccccc3)C2=O)n1
21%	COc1ccc(-c2cc(N3CCC(NC(=O)c4ccc(F)cc4Cl)CC3)n[nH]2)cc1
7%	COC(=O)c1c(OCc2cccnc2)cc(=O)n2c1CCN(C(=O)c1c3c(nn1C)CCCC3)CC2
-4%	O=C(CCc1ccco1)NCC1CC1
6%[176 µM]	O=C(c1cccc(F)c1)N1CCN2C(=O)N(C3CCCCC3)C(=O)[C@@H]2C1
4%	COc1ccc(NC(=O)c2nc3ccccc3nc2OC)cc1OC
20%	O=C(Nc1ccc(F)cc1)C1CCCN1c1nc2ncccc2o1 (stereo not drawn)
96%[activator]	NC(=O)C1(C(=O)NCc2nc(-c3cccc(F)c3)c(-c3ccccn3)[nH]2)CC1
0%[6.33 µM]	O=C1NC(=NC2CCCCC2)C2(CCCN([S+](=O)([O-])c3cccc(C(F)(F)F)c3)C2)N1c1cc(F)cc(F)c1 (stereo not drawn)
22%	CCOc1ccccc1CN1CCC[C@H]1C(=O)N1CCCCCCNC(=O)CC1
-4%	Cc1cnc(-c2nc3ccccc3n2C(C(=O)Nc2c(C)cccc2C)C2CC2)cn1 (stereo not drawn)
2%[6.33 µM]	COc1ccc(C(=O)N2CCn3c(nn(-c4ccc(C(F)(F)F)cc4)c3=O)C2)cc1
u	CC1(C)C(=O)C=C(N2CCCCC2)c2ccccc21
16%	O=C(c1ccoc1)N1CCCN(C2CCC3(CCNCC3)CC2)CC1
23%	O=C(Nc1cnc2ccccc2c1)c1ccc(Cl)cc1Cl
-20%	COc1cc(Br)c(C2CC(=O)Nc3cc4c(cc32)OCO4)cc1OC (stereo not drawn)
-14%[176 µM]	COc1cccc(-c2nc(-c3c(C)noc3C)cc3cc(C)oc23)c1
5%	CC(C)(C)NC(=O)N1CCCC1c1noc(COc2ccc(F)cc2)n1 (stereo not drawn)
59%[activator]	Cc1ccccc1S(=O)(=O)N1CCCC(Cc2noc(-c3ccncc3)n2)C1 (stereo not drawn)
5%	O=C1CC(c2ccccc2)N(Cc2ccncc2)CCCN(C(=O)COc2ccc(F)cc2)CCN1 (stereo not drawn)
8.9µM*	c1ccc(OCc2nnc3sc(-c4ccccc4)nn23)cc1
u	O=C(Cc1c[nH]c2ccccc12)Nc1ccc2ccccc2c1
15%	O=C(Cc1ccccc1)N1CCC2(CNc3ccccc3[S+](=O)([O-])N2)C1 (stereo not drawn)
-29%	Cc1cccc(Cn2cc(/C=C(\C#N)C(N)=O)c3ccccc32)c1
23%	COc1ccccc1NC(=O)C(CC(C)C)N1Cc2ccccc2C1=O (stereo not drawn)
7%[6.33 µM]	COc1ccc(-c2nc(C3CC3)nc3c2CCN(Cc2ccsc2)CC3)cc1
3%	COc1ccc(CN2C(=O)C(CC(=O)NCCc3ccccn3)CC(C(=O)N(C)C)=C2C)cc1 (stereo not drawn)
2%[6.33 µM]	CN1CCCC2(Cc3ccccc3CN([S+](=O)([O-])c3ccccc3)C2)C1 (stereo not drawn)
-49%	COc1ccc2cc(CNC(=O)CNC(=O)c3cc(C)cc(C)c3)ccc2c1
-15%	O=C(Nc1cc(C(F)(F)F)ccc1Cl)c1noc2c1CCC2
35%	Cc1nn2c(=O)cc(CSCC(=O)Nc3cccc4ccccc34)nc2s1
-44%	COc1ccc(-c2nc(CSCC(=O)Nc3cccc(F)c3)co2)cc1
6%[176 µM]	O=C(NCc1cccs1)C1CCCN1c1nc2ncccc2o1 (stereo not drawn)
u	CCN1CCc2c(sc3c2c(=O)n(-c2ccc(Cl)cc2)c(=O)n3CCN2CCCC2)C1
55%[activator]	COc1ccc(-c2ccc3nc(-c4cc(F)cc(F)c4)oc3c2)c(OC)c1OC
16%	C[C@H]1[C@@H](NS(=O)(=O)c2cccs2)CC[C@@]23CCCN2C(=O)CCC[C@@H]13
u	Cc1ccc(C)c(NS(=O)(=O)c2ccc(N3CC(C(=O)O)CC3=O)cc2)c1 (stereo not drawn)
-9%	CCCCN1CC(N2CCN(CCN(C)C)CC2)CS1(=O)=O (stereo not drawn)
64%[activator]	CCN(CC)Cc1cnc2c(C(=O)N(C)Cc3ccccc3C)cnn2c1
4%	CC(C)(C)CC(=O)NC(c1ccccc1)c1ccccc1
6%	Cc1cccc(-c2cn[nH]c2C2CCN(C(=O)c3cc(=O)[nH]c(=O)[nH]3)CC2)c1
95%[activator]	Cc1cc(C)cc(CSCC(=O)N[C@H]2CCOC[C@H]2C2CCOCC2)c1
-26%	CCc1cccc(NC(=O)c2ccc3c(c2)NC(=O)CS3)c1
0%	O=C(c1cccc(Br)c1)N1CCN(c2cc(-c3ccc(Cl)cc3)[nH]n2)CC1
1%	CC1(C(=O)NS(=O)(=O)c2ccc(Cl)cc2)CCN1C(=O)c1ccccc1 (stereo not drawn)
u	CCc1nc2ccccc2c(NC(=O)CN(CC)CC)c1C
-8%	COCCCNC(=O)c1ccc(-c2nc(CS(=O)(=O)c3ccccc3)c(C)o2)cc1
-10%	O=C1Nc2ccc(-c3ccc4c(c3)OCO4)cc2C(=O)N2CCN(C(=O)c3cccs3)C[C@@H]12

Later entries.
ALOX12 inh	mol
13%[176 µM]	O=[S+]([O-])(Nc1ccccc1)c1ccc2c(c1)OCCN(Cc1nccs1)C2
12%	CC(C)(C)n1nnnc1C1CC2(CCOCC2)C(=O)N1Cc1ccc(C(F)(F)F)cc1 (stereo not drawn)
0%	O=C(NCCCN1CCc2ccccc2C1)C1Cn2cccc2C(=O)N1Cc1ccccc1 (stereo not drawn)
-45%	CC(=O)c1c(Cl)nc2ccccc2c1-c1ccccc1
-9%[176 µM]	Clc1cccc(-c2cnc([C@@H]3COCCN3Cc3c[nH]c4ccccc34)[nH]2)c1
35%[activator]	COc1ccc(C2Cn3nnc(-c4noc(-c5ccc(OC)c(F)c5)n4)c3CO2)cc1 (stereo not drawn)
9%[176 µM]	Cc1cc2ncc(C(=O)NCc3cccnc3)cn2n1
11%	O=C1NCCCCCCN(C(=O)c2ccco2)[C@H]2CCC[C@@H]12

For reference, part of the list above.
ALOX12 inh	mol
6%	Cc1cccc(-c2cn[nH]c2C2CCN(C(=O)c3cc(=O)[nH]c(=O)[nH]3)CC2)c1
95%[activator]	Cc1cc(C)cc(CSCC(=O)N[C@H]2CCOC[C@H]2C2CCOCC2)c1
-26%	CCc1cccc(NC(=O)c2ccc3c(c2)NC(=O)CS3)c1
0%	O=C(c1cccc(Br)c1)N1CCN(c2cc(-c3ccc(Cl)cc3)[nH]n2)CC1
1%	CC1(C(=O)NS(=O)(=O)c2ccc(Cl)cc2)CCN1C(=O)c1ccccc1 (stereo not drawn)
u	CCc1nc2ccccc2c(NC(=O)CN(CC)CC)c1C
-8%	COCCCNC(=O)c1ccc(-c2nc(CS(=O)(=O)c3ccccc3)c(C)o2)cc1
-10%	O=C1Nc2ccc(-c3ccc4c(c3)OCO4)cc2C(=O)N2CCN(C(=O)c3cccs3)C[C@@H]12
13%[176 µM]	O=[S+]([O-])(Nc1ccccc1)c1ccc2c(c1)OCCN(Cc1nccs1)C2
12%	CC(C)(C)n1nnnc1C1CC2(CCOCC2)C(=O)N1Cc1ccc(C(F)(F)F)cc1 (stereo not drawn)
0%	O=C(NCCCN1CCc2ccccc2C1)C1Cn2cccc2C(=O)N1Cc1ccccc1 (stereo not drawn)
-45%	CC(=O)c1c(Cl)nc2ccccc2c1-c1ccccc1
-9%[176 µM]	Clc1cccc(-c2cnc([C@@H]3COCCN3Cc3c[nH]c4ccccc34)[nH]2)c1
35%[activator]	COc1ccc(C2Cn3nnc(-c4noc(-c5ccc(OC)c(F)c5)n4)c3CO2)cc1 (stereo not drawn)
9%[176 µM]	Cc1cc2ncc(C(=O)NCc3cccnc3)cn2n1
11%	O=C1NCCCCCCN(C(=O)c2ccco2)[C@H]2CCC[C@@H]12

(continued)
ALOX12 inh	mol
u	C/C(=N\Nc1ccc(F)cc1)c1sc2ccc(Cl)cc2c1C
-2%	O=C(Cc1cccs1)N(Cc1ccc2[nH]ccc2c1)C1CC1
39%[activator]	O=C([C@@H]1C[C@H](F)CN1S(=O)(=O)c1ccccc1)N1CCOCC1
u	COc1ccc(S(=O)(=O)Nc2ccc(CCc3nc4ccc(C)cc4[nH]3)cc2)cc1
u	COc1ccc(-c2cc(NC=O)c3ncc(-c4cccc(C(F)(F)F)c4)n3c2)cc1OC
128%[activator]	Cn1ccnc1-c1ccc(N2CCCC(CO)(CCOc3ccccc3)C2)nn1 (stereo not drawn)
-27%	CC(Nc1ccc([N+](=O)[O-])cn1)c1ccc(C(F)(F)F)cc1 (stereo not drawn)
u	CCc1cccc(NC(=O)N2CCCC2c2nncn2C2CCCC2)c1 (stereo not drawn)
7%	CCN(CC(=O)Nc1c(F)cccc1F)C(=O)c1cccn1C
11%	CC(C)C(=O)N1CCC(Oc2cccc(F)c2)C1 (stereo not drawn)
-4%	N#Cc1nc(C2CC2)oc1N1CCN(C(=O)c2ccc(F)cc2F)CC1
-4%	CCn1c(NC(=O)COc2ccc(C)cc2)nc2ccccc21
33%[activator]	O=C(NC1CCN(Cc2nnnn2-c2ccccc2)CC1)C1CC1
u	Cc1cc(C)c(NC(=O)CCl)c(C)c1
10%	O=C(c1ccc(Cl)cc1)N1CCC([C@@H]2CNC[C@H]2CO)CC1
59%[activator][176 µM]	O=c1ncn(CC2CC2)c2ccc(N3CCC(c4ccccc4)CC3)nc12
u	COc1ccccc1-c1cc2c(ccn2C)c(C(=O)NCCN2CCNC2=O)n1
28%	COc1ccccc1CCC(=O)N1CCC2(CC1)N=C(c1ccc(C)cc1)NO2
4%	COc1ccc(C23CC4CC(C2)CC(c2ccc(OC)c(C(=O)NC(c5ccccc5)c5ccccc5)c2)(C4)C3)cc1C(=O)NC(c1ccccc1)c1ccccc1
41%	COc1ccc(-c2noc([C@@H]3CCCN3C(=O)Cc3ccccc3Cl)n2)cc1OC
4%	Clc1cc2c(cc1Cn1nnc(-c3ccncc3)n1)OCO2
-4%[176 µM]	COc1ccccc1-c1n[nH]c2c1CC(=O)N(c1ccccc1)C2
15%	CCC(C)NC(=O)CCc1c(C)nc2c(c(OC)nn2C)c1C (stereo not drawn)
16%	COCC(=O)N1CCCN(CCc2ccccc2)c2ccccc21

Reprinted from above, 2 compounds:
ALOX12 inh	mol
4%	Clc1cc2c(cc1Cn1nnc(-c3ccncc3)n1)OCO2
-4%[176 µM]	COc1ccccc1-c1n[nH]c2c1CC(=O)N(c1ccccc1)C2

The listing continues:
ALOX12 inh	mol
-4%	COc1cccc(S(=O)(=O)N2CCC(c3noc(-c4ccccn4)n3)C2)c1 (stereo not drawn)
-16%	Cc1ccc(C)c(C(=O)COC(=O)c2cc(=O)c3ccccc3o2)c1
-8%	CN(C)C(=O)CN1C(=O)c2ccccc2C1c1cn(C)c2ccccc12 (stereo not drawn)
-10%	CC(C)c1ccc(-c2nc(-c3cccnn3)no2)c(=O)[nH]1
u	COc1ccc(-c2coc3cc(OCC(=O)NCc4cccc(Cl)c4)ccc3c2=O)cc1OC
148%[activator]	CN1CC2(CCN(Cc3cccn3C)CC2)CC1C(=O)N1CCOCC1 (stereo not drawn)
20%	OCCC1CN(Cc2cn[nH]c2-c2ccc(F)cc2)CCN1Cc1cccs1 (stereo not drawn)
u	C#Cc1cccc(Nc2nc(NC(C)C)nc3ccsc23)c1
8%[176 µM]	Cc1ccc(CN2C[C@H]3CN(C(=O)C4CCOCC4)CCN3C2=O)cc1
u	CCN(CC)S(=O)(=O)c1ccc2c(c1)CC(C(=O)NCCc1ccc(Cl)cc1)N2C(C)=O (stereo not drawn)
6%	Cc1ccc(N2Cc3c(ncnc3N3CCN(c4ncccn4)CC3)N(C)CC2=O)cc1
28%[176 µM]	O=C(NCc1cccs1)C1CCN(c2nc3ncccc3o2)CC1
u	O=C(NC1CCCCC1)C(c1ccnc2ccccc12)n1c(=O)c(-c2cc3ccccc3[nH]2)nc2ccccc21 (stereo not drawn)
42%[activator]	Cc1csc(/C(C#N)=C\c2ccccc2OC(F)(F)F)n1
35%	CCc1ccc(S(=O)(=O)N[C@@H]2COCC[C@H]2Oc2ccccn2)s1
-10%	CCCCCCN1C[C@@H](n2cc(COC(=O)c3ccccc3)nn2)[C@H](O)C[C@@H]1c1ccccc1
14%	Cn1ccnc1C(=O)N1CCCCCCNC(=O)[C@@H]2CCCC[C@@H]21
-9%	COC(=O)[C@@]1(C#N)CC(=O)N([C@@H](CO)c2ccccc2)[C@H]1c1ccccc1
43%[activator]	O=C(NCC1CCCO1)N1CCCn2cc(-c3ccccc3)nc21 (stereo not drawn)
0%	O=C(COc1ccccc1)N[C@H]1CO[C@H]2[C@@H]1OC[C@@H]2n1nnnc1Oc1ccc2c(c1)OCO2
60%[activator]	CCOC(=O)C1(Cc2ccccc2F)CCCN(C(=O)c2cccc(C(=O)OC)c2)C1 (stereo not drawn)
29%	CCN(C(=O)Cn1c(C)cc2nc3n(c(=O)c21)CCCCC3)c1cccc(C)c1
-7%	Cc1ccc(-n2nnc(S(=O)(=O)c3ccc(Cl)cc3)c2C)cc1F

These rows are one share of the data, so the mix of outcomes need not match the whole.
